Source: PubChem BioAssay
PLC-gamma1 inh: inhibitors of human phospholipase C gamma1; purified PLC-gamma1, fluorogenic substrate, fluorescence; inhibition, % at 12.2 µM; P19174; actives 0.84% (n = 370,000); in the data active = inhibition above about 9.5%
Target sequence (P19174 whole entry, looked up): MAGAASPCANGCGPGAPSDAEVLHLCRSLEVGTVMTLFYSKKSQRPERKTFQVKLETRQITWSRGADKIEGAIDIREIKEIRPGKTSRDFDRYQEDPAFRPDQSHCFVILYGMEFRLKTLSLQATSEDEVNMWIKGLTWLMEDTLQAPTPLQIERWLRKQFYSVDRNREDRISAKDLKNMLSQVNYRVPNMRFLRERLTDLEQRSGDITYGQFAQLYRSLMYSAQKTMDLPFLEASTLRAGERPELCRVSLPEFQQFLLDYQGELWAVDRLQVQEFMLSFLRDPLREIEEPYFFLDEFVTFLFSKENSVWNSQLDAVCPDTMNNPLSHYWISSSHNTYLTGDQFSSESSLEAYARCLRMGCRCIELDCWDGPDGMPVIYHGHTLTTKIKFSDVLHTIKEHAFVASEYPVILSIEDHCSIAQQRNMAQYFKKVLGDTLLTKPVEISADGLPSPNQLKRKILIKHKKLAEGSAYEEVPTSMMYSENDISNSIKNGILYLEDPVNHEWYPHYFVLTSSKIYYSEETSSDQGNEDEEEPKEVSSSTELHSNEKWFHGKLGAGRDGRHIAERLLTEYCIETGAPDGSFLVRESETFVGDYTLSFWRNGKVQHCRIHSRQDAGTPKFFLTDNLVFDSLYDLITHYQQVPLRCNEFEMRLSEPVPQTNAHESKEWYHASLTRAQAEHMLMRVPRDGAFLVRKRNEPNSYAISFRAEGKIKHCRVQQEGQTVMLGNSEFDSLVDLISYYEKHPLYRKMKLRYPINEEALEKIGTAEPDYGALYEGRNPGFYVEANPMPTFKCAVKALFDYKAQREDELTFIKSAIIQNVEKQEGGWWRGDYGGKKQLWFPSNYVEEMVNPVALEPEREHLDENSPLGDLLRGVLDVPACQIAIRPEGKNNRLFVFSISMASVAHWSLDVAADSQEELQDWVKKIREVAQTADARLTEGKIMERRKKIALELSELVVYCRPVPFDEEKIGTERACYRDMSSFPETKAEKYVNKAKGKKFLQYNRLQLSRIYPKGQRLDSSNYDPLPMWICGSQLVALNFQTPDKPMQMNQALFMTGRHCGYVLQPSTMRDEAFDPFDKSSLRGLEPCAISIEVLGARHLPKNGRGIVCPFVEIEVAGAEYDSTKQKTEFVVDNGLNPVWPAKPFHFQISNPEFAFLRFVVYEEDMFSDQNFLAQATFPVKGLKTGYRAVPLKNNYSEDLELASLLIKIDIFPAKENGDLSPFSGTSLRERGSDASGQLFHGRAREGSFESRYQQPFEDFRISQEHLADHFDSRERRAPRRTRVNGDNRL
ADAM17 inh: inhibits human ADAM17 | recombinant ADAM17, EDANS/DABCYL FRET peptide cleavage | actives 0.83% (n = 370,000) | P78536 | inhibition, % at 6.95 µM;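 active = inhibition above the mean of compounds lying between control limits plus 3 SD, set per campaign, cut at about 8.5% in these data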;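 also: 0% = DMSO-only wells as the low control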
MBD2 DNA inh: inhibitors of human MBD2 binding to methylated oligonucleotide; TR-FRET; Q9UBB5; inhibition, % at 4.4 µM; actives 0.31% (n = 370,000); in the data active = inhibition above about 13%
PLCb3 inh: blocks human PLC-beta3 enzyme activity; Q01970; Purified PLC-beta3, fluorogenic substrate, fluorescence; inhibition, % at 12.2 µM; actives 0.18% (n = 370,000); AID 720704; in the data active = inhibition above about 11%;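 also: 0% = median of compound wells on plate and 100% = full blocker control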
Tn6 DDE FP: inhibitors of Tn6 peptide binding to human fibrin DD(E); Fibrin DD(E) TRITC-Tn6 fluorescence polarization displacement; inhibition, % at 8.3 µM; actives 0.21% (n = 370,000); AID 720509;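 active = inhibition above a per-campaign cutoff: mean of compounds within control limits plus 3 SD, cut at about 15% in these data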;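 also: 0% = median of all compound wells on the plate and 100% = blocking peptide control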
DDE Tn7 FP inh: inhibitors of Tn7 peptide binding to human fibrin DD(E). P02675. FP displacement of FITC-Tn7 peptide from fibrin DD(E); 0% = median of compound wells per plate. inhibition, % at 8.3 µM. actives 0.13% (n = 370,000);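 active = inhibition above the mean of compounds falling within the control limits plus 3 SD of them, cut at about 14% in these data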;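 also: 0% = plate median of compound wells and 100% = 10 µM Aha-Tn7 peptide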
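Assay system: Fibrin-DD(E) protein isolated from polymerized human fibrin clots; read-out basis: percent inhibition; medium: Tris/NaCl/CaCl2 buffer, pH 7.8; signal: FP measurement; incubation: 10 min plus 3 h, room temperature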
ASAP1 inh: blocks human ASAP1-stimulated Arf1 GTP hydrolysis. Q9ULH1. GDP FP detection. inhibition, % at 16.5 µM. actives 0.19% (n = 360,000). AID 624377; in the data active = inhibition above about 25%;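 also: 0% = vehicle with enzyme and substrate and 100% = no enzyme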
ARFGAP1 inh: inhibitors of rat ARFGAP1. actives 0.26% (n = 360,000). Q62848. inhibition, % at 16.5 µM. Arfgap1-stimulated ARF1 GTP hydrolysis, GDP FP detection. AID 651572;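 active = inhibition above a per-plate limit, mean inhibition of low control wells plus 3 SD, cut at about 25% in these data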;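 also: 0% = DMSO wells with enzyme and 100% = wells lacking Arfgap1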
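Repeats: one replicate per compound; assay system: rat Arfgap1 catalytic domain, aa 1-136; times: enzyme reaction 120 min at 25 °C after 20 min preincubation; detection: FP of antibody-bound GDP Alexa 633 tracer, ex 620/em 688 nm; benchmarks: high control wells lacking Arfgap1, low control full reaction with DMSO; reagent: human ARF1(Δ1-17)-GTP substrate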
proKLK7 act: proKLK7 (human) activation, primary screen; P49862; purified proKLK7, EDANS-DABCYL substrate fluorescence; 100% is mature enzyme control, 0% vehicle; activation, % at 7 µM; actives 0.9% (n = 370,000);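 active = activation above the mean of all tested compounds plus 3 SD, computed per campaign excluding outliers beyond control limits, cut at about 13% in these data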
UHRF1 binding: human UHRF1 methylated DNA binding inhibitors; actives 0.75% (n = 370,000); inhibition, % at 4.4 µM; UHRF1 binding to methylated oligo, TR-FRET; in the data active = inhibition above about 21%;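 also: UHRF1 SRA domain binding a hemimethylated CpG hairpin DNA probe; 0% = median of test compound wells and 100% = reference inhibitor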
* marks the source's active call; other numbers are inactive results; i = inactive; x = no result given.

Letters: A = PLC-gamma1 inh; B = ADAM17 inh; C = MBD2 DNA inh; D = PLCb3 inh; E = Tn6 DDE FP; F = DDE Tn7 FP inh; G = ASAP1 inh; H = ARFGAP1 inh; I = proKLK7 act; J = UHRF1 binding
Cn1c(=O)c2c(ncn2CC(=O)N2CCOCC2)n(C)c1=O
  A: 2 | B: -2 | C: 3 | D: 4 | E: -8 | F: 2 | G: -6 | H: -1 | I: 0.0 | J: -1
CCC1CCCCN1C(=S)NC(=O)c1cccs1 (stereo unspecified)
  A: -3 | B: 1 | C: -4 | D: -1 | E: 4 | F: 1 | G: -10 | H: 1 | I: -0.6 | J: -3
C=CCn1c(SCCN2CCCCC2)nc2c1c(=O)[nH]c(=O)n2C
  A: 5 | B: 2 | C: -3 | D: 3 | E: 2 | F: -17 | G: 2 | H: 6 | I: -1.3 | J: 0
CCC(=O)NC(C)C(c1cccs1)N1CCN(Cc2ccccc2)CC1 (stereo unspecified)
  A: 1 | B: -6 | C: 3 | D: 1 | E: -4 | F: 2 | G: -7 | H: -13 | I: 0.5 | J: 2
CCOc1nc(SC(C(C)=O)C(=O)Nc2ccccc2)nc(N(C)C)n1 (stereo unspecified)
  A: -2 | B: -3 | C: -4 | D: -1 | E: 1 | F: 3 | G: -9 | H: 11 | I: 0.1 | J: -3
CC(=O)Nc1ccc(S(=O)(=O)Nc2nc3ccccc3s2)cc1
  A: 2 | B: -4 | C: -4 | D: 2 | E: 2 | F: -2 | G: -12 | H: -13 | I: -0.4 | J: -1
O=C(CSc1nnc(NC(=O)c2cccc(F)c2)s1)NC1CCCC1
  A: 3 | B: -4 | C: 6 | D: -8 | E: -1 | F: 8 | G: 7 | H: 0 | I: -0.1 | J: -1
O=C(NCC(c1ccco1)N1CCCC1)c1ccc(Cl)cc1 (stereo unspecified)
  A: 2 | B: 1 | C: 1 | D: 3 | E: -6 | F: 0 | G: -15 | H: 5 | I: -0.1 | J: -2
CCOC(=O)C1=C(Nc2ccccc2)CC(C)(O)C(C(=O)OCC)C1c1ccc(Br)cc1 (stereo unspecified)
  A: -1 | B: 0 | C: 1 | D: -2 | E: -1 | F: 4 | G: -8 | H: 1 | I: 0.1 | J: 1
O=C(COC(=O)Cc1ccc(Cl)cc1)NCc1ccc2c(c1)OCO2
  A: 2 | B: -4 | C: 3 | D: -10 | E: 1 | F: 1 | G: -6 | H: -5 | I: -0.1 | J: 1
O=C1c2ccccc2C(=O)N1Cc1cccnc1
  A: 12* | B: -1 | C: -3 | D: 5 | E: -4 | F: -1 | G: -2 | H: -3 | I: -0.1 | J: x
CCOC(=O)Nc1nn(-c2ccc(C)cc2)c(=O)c(C#N)c1C
  A: -65 | B: -3 | C: -6 | D: -93 | E: 5 | F: 4 | G: -2 | H: 2 | I: 1.8 | J: -2
COc1ccc(COCC(O)CN2CC(C)OC(C)C2)cc1OC (stereo unspecified)
  A: 2 | B: -7 | C: -5 | D: -2 | E: 6 | F: -1 | G: -2 | H: 6 | I: -0.7 | J: 3
CCN(c1ccccc1)S(=O)(=O)c1ccc(Cl)c(NC(=O)CSc2nncn2C)c1
  A: 0 | B: 0 | C: 1 | D: 2 | E: 5 | F: 4 | G: -8 | H: -2 | I: 0.1 | J: -3
CC(=O)c1ccc(S(=O)(=O)N2CCN(C(=O)c3ccccc3Cc3ccccc3)CC2)cc1
  A: 1 | B: -2 | C: -6 | D: -5 | E: 2 | F: 6 | G: -10 | H: -2 | I: 0.4 | J: -2
CCOC(=O)c1[nH]c2ccc(C)cc2c1N=C(C)N(C)C
  A: -7 | B: -8 | C: -2 | D: -10 | E: -7 | F: -4 | G: -16 | H: -1 | I: -0.6 | J: 4
Cc1onc(-c2ccccc2)c1C(=O)NNC(=S)NC(=O)c1ccc(Br)cc1
  A: 2 | B: -2 | C: 1 | D: 2 | E: 4 | F: -6 | G: 0 | H: 6 | I: 0.4 | J: 3
N#Cc1ccc(-c2nc3c(Cl)cc(C(F)(F)F)cn3c2Cc2ccccc2C(F)(F)F)cc1
  A: 1 | B: -3 | C: -2 | D: -3 | E: 1 | F: -6 | G: 8 | H: 5 | I: 0.3 | J: 4
CCOc1ccccc1-n1c(CN2CCN(C(=O)c3ccco3)CC2)nc2ccccc2c1=O
  A: -4 | B: -2 | C: 0 | D: -2 | E: 6 | F: 5 | G: 5 | H: -1 | I: 0.0 | J: 1
CC1(C)CC2CC(C)(CN2C(=S)Nc2ccccc2F)C1 (stereo unspecified)
  A: 1 | B: -6 | C: 2 | D: -6 | E: 1 | F: -1 | G: -2 | H: -16 | I: 0.4 | J: 0
CCOc1ccc(OCC(=O)Nc2cc3c(cc2C(=O)O)OCCCO3)cc1
  A: -3 | B: 3 | C: 3 | D: -10 | E: 0 | F: 6 | G: 3 | H: 11 | I: -0.2 | J: -2
CCOC(=O)c1sc(C)c2c1NC(C)(c1cccc3ccccc13)NC2=O (stereo unspecified)
  A: -69 | B: -25 | C: 4 | D: -90 | E: 2 | F: -8 | G: 12 | H: 10 | I: -5.6 | J: 0
CC(C)(C)C(=O)OC12CCCN(C1)/C(=C/c1cccnc1)C2 (stereo unspecified)
  A: 6 | B: 0 | C: -1 | D: 2 | E: 1 | F: -3 | G: x | H: x | I: -0.2 | J: 3
O=C(NC(=S)Nc1cccc(S(=O)(=O)NC2=NCCC2)c1)c1cc(-c2ccco2)nc2ccccc12
  A: -368 | B: -81 | C: 2 | D: i | E: -5 | F: -2 | G: -17 | H: 8 | I: 0.1 | J: 4
Cc1cc2c(NC(=O)Nc3ccc(F)cc3)cccc2nn1
  A: -4 | B: -3 | C: -2 | D: -13 | E: 2 | F: -3 | G: -2 | H: -8 | I: 0.6 | J: 10

Eight entries from above, tab-delimited:
smiles	PLC-gamma1 inh	ADAM17 inh	MBD2 DNA inh	PLCb3 inh	Tn6 DDE FP	DDE Tn7 FP inh	ASAP1 inh	ARFGAP1 inh	proKLK7 act	UHRF1 binding
N#Cc1ccc(-c2nc3c(Cl)cc(C(F)(F)F)cn3c2Cc2ccccc2C(F)(F)F)cc1	1	-3	-2	-3	1	-6	8	5	0.3	4
CCOc1ccccc1-n1c(CN2CCN(C(=O)c3ccco3)CC2)nc2ccccc2c1=O	-4	-2	0	-2	6	5	5	-1	0.0	1
CC1(C)CC2CC(C)(CN2C(=S)Nc2ccccc2F)C1 (stereo unspecified)	1	-6	2	-6	1	-1	-2	-16	0.4	0
CCOc1ccc(OCC(=O)Nc2cc3c(cc2C(=O)O)OCCCO3)cc1	-3	3	3	-10	0	6	3	11	-0.2	-2
CCOC(=O)c1sc(C)c2c1NC(C)(c1cccc3ccccc13)NC2=O (stereo unspecified)	-69	-25	4	-90	2	-8	12	10	-5.6	0
CC(C)(C)C(=O)OC12CCCN(C1)/C(=C/c1cccnc1)C2 (stereo unspecified)	6	0	-1	2	1	-3	x	x	-0.2	3
O=C(NC(=S)Nc1cccc(S(=O)(=O)NC2=NCCC2)c1)c1cc(-c2ccco2)nc2ccccc12	-368	-81	2	i	-5	-2	-17	8	0.1	4
Cc1cc2c(NC(=O)Nc3ccc(F)cc3)cccc2nn1	-4	-3	-2	-13	2	-3	-2	-8	0.6	10

More entries follow:
Every second line gives: PLC-gamma1 inh, ADAM17 inh, MBD2 DNA inh, PLCb3 inh, Tn6 DDE FP, DDE Tn7 FP inh, ASAP1 inh, ARFGAP1 inh, proKLK7 act, UHRF1 binding
COc1ccc(-c2coc3c(C(=O)NCc4ccco4)cccc23)c(C)c1
  -1, 4, 5, -3, 5, -2, -7, 9, 0.7, -1
COc1ccc(-c2cc(C(=O)N3CCN(c4ccccc4O)CC3)c3ccccc3n2)cc1
  -264, -42, 0, -315, -11, -9, 7, 14, -8.3, 0
COc1ccc(C(NC(=O)C2CCCCC2)c2c(O)ccc3ccccc23)cc1 (stereo unspecified)
  -2, -3, -1, -5, -9, -7, 14, -2, -2.5, 0
COc1ccc(C(=O)Nc2ccccc2NC(=O)c2ccco2)cc1OC
  -2, -1, 4, -1, 0, -2, -3, 11, -0.2, 4
O=[N+]([O-])c1ccc(-c2ccc(S(=O)(=O)NCCN3CCCC3)cc2)cc1
  2, 2, -1, 3, -2, -6, 6, 8, 0.1, -1
COc1ccc(Br)cc1C(=O)O
  -1, -4, 3, 1, 5, 2, 0, 6, 0.4, -1
CN(CC(=O)Nc1ccccc1C(F)(F)F)C(=O)c1ccc(-c2ccc(Cl)cc2)o1
  -2, -5, -4, -3, 3, -2, 10, 2, -1.1, -3
COC(=O)CC1C(=O)NCCN1C(=O)c1ccccc1 (stereo unspecified)
  2, -2, -1, -2, 1, 0, 1, -4, -0.1, -2
Cc1ccccc1NC(=S)NC(=O)CCc1ccccc1
  1, 2, 1, 2, -10, -4, -1, 5, 0.1, 4
Nn1c(SCC(=O)Nc2ccccc2-c2ccccc2)nnc1-c1cc(-c2ccc(F)cc2)n[nH]1
  -3, 3, -7, 0, -1, 7, x, x, -0.1, -2
Cc1c(Br)cc(C(=O)N2CCN(CCO)CC2)c(C)c1C
  0, -3, 2, 1, -3, 3, -6, 17, -0.4, -2
COCC(=O)N1CCC(Oc2ccc(C(=O)NCCc3ccncc3)cc2)CC1
  4, 1, 3, 2, 0, -4, -1, 8, -0.5, 3
O=C(O)CCn1c(Cc2ccccc2)nc2ccccc21
  5, 1, 2, 2, 3, 5, -4, -6, -0.3, 2
O=C1CSC(c2ccc(Cl)c(Cl)c2)N1c1nccs1 (stereo unspecified)
  1, 3, -2, -5, 1, -5, -4, -11, -0.5, 2
CCCC(C)(C)C(=O)N1CCC1(C)C(=O)NS(=O)(=O)c1ccccc1Cl (stereo unspecified)
  2, -2, 3, 3, 2, 1, -1, 3, 0.4, 0
CCc1n[nH]c(=S)n1/N=C/c1ccccc1OCc1ccc(Cl)cc1
  1, -3, 4, -1, -2, 1, 9, 3, 0.3, -1
CCOC(=O)C1CCCN(C(=O)c2cc(C#N)cs2)CC1 (stereo unspecified)
  0, -6, -1, 0, 2, 0, -7, 4, 0.0, 0
CCOC(=O)CCCNC(=O)COC(=O)c1cc(Br)c(Br)s1
  -3, 1, 3, -1, 0, -8, 4, 13, 0.3, -2
Cc1ccc(CN2CC(C(=O)N3CCN(S(=O)(=O)c4cc(C)ccc4C)CC3)CC2=O)cc1 (stereo unspecified)
  0, -2, -2, -7, -3, -4, 2, 4, 0.3, 1
CCN(Cc1ccccc1)c1ccc(/C=C(\C#N)c2ccccn2)cc1
  -34, -3, -6, -36, 2, 5, 3, 1, -0.2, -10
CCOC(=O)c1cccc(NC(=O)/C(=C\c2ccccc2)NC(=O)c2ccccc2Cl)c1
  0, -9, 5, 6, -8, -3, 1, 16, 1.8, 2
